# BRCA1 expr up = qHTS Assay to Identify Small Molecule Activators of BRCA1 Expression | MCF7-BRCA1-FFLuc reporter, luminescence, 48 h; response scale: scaled: vehicle 0%, 10 µM genistein 100% | Potency, µM (doses to about 46.1 µM), inactives show at the highest dose activation, usual class: activators | actives 1.1% (n = 380,000); active = well fitted activation curve with a large enough effect; inconclusive = small, poorly fitted or top-dose-only effect; inactive = no such curve, though single readings can be large or run the other way; also: nearly all actives have a fitted effect of over 80% in size; some results filed as inactive show a strong effect at the top dose
#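 Using MCF7 cells harboring a BRCA1 firefly luciferase reporter, plated 2 h before compound pinning, the screen measured luminescence after 48 h incubation. Responses were normalized to DMSO and 10 microM genistein, then fitted for concentration-effect.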
# Active calls of the source: *; ? = inconclusive; [ ] = dose if it differs, or a comment. Potency is read from the fitted curve at half-maximal effect. This is a subset; count on the stated rates, not on these rows.
entry	Compound	BRCA1 expr up
1	Cc1nnc2sc(SCC(=O)N3CCc4ccccc43)nn2c1=O	-3%
2	COc1ccccc1N1CCN(CCCCN2C(=O)C3CCCN3C2=O)CC1 (stereo unspecified)	15%
3	COc1cc(-c2cc(NC(C)=O)c3ncc(-c4ccccc4)n3c2)cc(OC)c1OC	-42%
4	C=CCN(c1ccc(OC)cc1)S(=O)(=O)c1ccc(Cl)c(C(=O)OCC(=O)c2c(N)n(C)c(=O)n(C)c2=O)c1	-6%
5	CCOC(=O)[C@]12CCCC=C1N(Cc1ccco1)C(=O)[C@H](CC(=O)NCC13CC4CC(CC(C4)C1)C3)C2	-24%
6	CC1(C(=O)Nc2cccc(Oc3ccccc3)c2)CCN1Cc1ccccc1Cl (stereo unspecified)	-10%
7	CCOC(=O)c1ccc(NC(=O)Nc2nncs2)cc1	-42%
8	COC/C=C/C1=CC2=CC(=O)C(C)(OC(=O)c3cnc4ccccc4n3)C(=O)C2=CN1CCOC (stereo unspecified)	-25%
9	COc1ccc(NC(=O)N(C)[C@H]2C[C@H]3c4[nH]c5ccc(-c6ccc7c(c6)OCO7)cc5c4CCN3C[C@H]2[C@H](C)O)cc1	-88%[inhibitor]
10	CCOc1ccccc1C(=O)OCC(=O)Nc1cccc(S(=O)(=O)NC2=NCCCCC2)c1	-17%
11	COc1cccc(C(=O)C(CCC#N)c2ccccc2)c1 (stereo unspecified)	7%
12	CCN(CC)C(=O)c1cccc(-c2csc(C(O)c3ccc(F)c(F)c3)n2)c1 (stereo unspecified)	-59%
13	Cc1cccc(N2CCN(C(=O)c3[nH]c(C(F)(F)F)nc3-c3ccccc3)CC2)c1C	-52%
14	C[C@H](NC(=O)c1nc[nH]c1C(=O)NC[C@@H](C)O)c1ccccc1	14%
15	Nc1ncnc2c1cnn2C1CC(O)C(CO)O1 (stereo unspecified)	-3%
16	CC(C)C(N)c1csc(NC(=O)Nc2cccc(Cl)c2)n1 (stereo unspecified)	8%
17	CCCCOCCCNC(=O)C[C@@H]1C[C@@]2(C(=O)OCC)CCCC=C2N(Cc2ccc(Cl)cc2Cl)C1=O	-37%
18	COC(C[C@H]1O[C@@H]1C(=O)[C@H](C)OCc1ccccc1)OC	9%
19	OC[C@@H]1CN(Cc2ccc3c(c2)OCO3)C[C@H](n2cnc3c(N4CCCC4)ncnc32)O1	-3%
20	COc1cccc(S(=O)(=O)N(C)C[C@H]2Oc3ncc(Br)cc3C(=O)N([C@H](C)CO)C[C@H]2C)c1	4%
21	CC(=NNC(=S)Nc1ccccc1)c1ccccn1	-57%
22	Cc1cc(C)c2c(n1)nn1c(NCCCN3CCOCC3)cc(C)nc21	-78%
23	CCOC(=O)[C@]12CCC=C1N(Cc1ccccc1)C(=O)[C@H](CC(=O)NCc1cccc(C(F)(F)F)c1)C2	-27%
24	CCC(CC)C(=O)N(C)c1c(C)nc2c(OCC(=O)C(C)(C)C)cccn12	-5%
25	COc1cc(C(O)c2nc(-c3ccc(N(C)C)cc3)cs2)ccc1F (stereo unspecified)	-11%
26	CCCS(=O)(=O)c1ncc(Cl)c(C(=O)Nc2sc3c(c2C(=O)NCC)CCCC3)n1	0%
27	CCOc1ccc(-c2nnc3sc(-c4ccccc4OC)nn23)cc1	3%
28	COc1ccccc1NS(=O)(=O)c1cc(C(=O)Nc2ccc(S(=O)(=O)Nc3onc(C)c3C)cc2)ccc1C	17%
29	Cn1c(=O)n(C)c2cc(CNC(=O)[C@H]3O[C@@H](n4ccc(=O)[nH]c4=O)[C@H](O)[C@@H]3O)ccc21	20%
30	CCc1nc2ccc(C(=O)NC3CCN(Cc4ccccc4)CC3)cn2c1N(C)CCN1CCOCC1	42%
31	CCCC(=O)N1CCCC1(C)C(=O)Nc1cccc(OC(C)C)c1 (stereo unspecified)	4%
32	CSc1ccc(OC2(C)CCN(Cc3cc4ccccc4o3)C2)cc1 (stereo unspecified)	16%
33	CC1Cc2[nH]c(=S)[nH]c(=O)c2C(c2ccc(F)cc2)O1 (stereo unspecified)	17%
34	O=[N+]([O-])c1ccc(S(=O)(=O)NN=Cc2ccc3c(c2)OCO3)cc1	-12%
35	Cc1cccc(-n2ncc3c2CCCC3NC(=O)c2cccs2)c1C (stereo unspecified)	-29%
36	COC(=O)c1cccc2c(C(=O)O)cc(-c3ccccc3)nc12	-21%
37	Cc1ccc(C)c(C(O)c2ncc(-c3ccc(C(F)(F)F)cc3)[nH]2)c1 (stereo unspecified)	-20%
38	CSc1nc2c(=S)[nH]c(=S)[nH]c2s1	6%
39	O=C1C(=Cc2ccccc2O)SC(=S)N1CCCN1CCOCC1	-11%
40	CC12CCC(=O)C=C1CCC1C3CC(O)C(O)(C(=O)CO)C3(C)CC(O)C12F (stereo unspecified)	-46%
41	O=C1c2ccccc2C(c2nnnn2Cc2ccccc2)N1CCCN1CCOCC1 (stereo unspecified)	18%
42	COc1ccccc1Cc1c(-c2ccco2)nc2ccc(Br)cn12	-14%
43	COc1ccc(F)cc1-c1cc(NC=O)c2ncc(-c3cccc(C(F)(F)F)c3)n2c1	-63%
44	CC(=O)Nc1cccc(NC(=O)C(=O)c2cn(CC(=O)N3CCCC3)c3ccccc23)c1	?
45	CC[C@@H]1CCC[C@@H](O)[C@@H](C)C(=O)O[C@H](C)[C@@H](C)C/C=C(C)/C(OC)=C\C(=O)N(C)C([C@@H](C)CC)C(=O)N(C)[C@@H](C(C)C)C(=O)N(C)[C@@H](COC)C(=O)N2CCC[C@H]2C(=O)N(C)[C@@H](C(C)C)C(=O)N2CCC[C@H]2C(=O)O1 (stereo partly specified)	-21%
46	CC(=NNC(=S)N(Cc1ccccn1)Cc1ccccn1)c1cnccn1	-86%
47	NC(=O)C1(N2CCCCC2)CCN(S(=O)(=O)c2ccccc2)CC1	-11%
48	COc1ccccc1NS(=O)(=O)c1ccc(C(=O)NCC(c2ccco2)N2CCCCC2)cc1 (stereo unspecified)	-37%
49	Cc1cccc(S(=O)(=O)NC(=O)C2(C)CCN2C(=O)c2cccc(F)c2)c1 (stereo unspecified)	0%
50	Nc1nc(Nc2ccc(Cl)cc2)c(NC=O)c(=O)[nH]1	-11%

# Next compounds.
entry	Compound	BRCA1 expr up
51	CCN(CC)S(=O)(=O)c1ccc(-c2cn3ccccc3n2)cc1	94%
52	C[C@H]1CN([C@@H](C)CO)C(=O)CCCn2nncc2CO[C@H]1CN(C)S(=O)(=O)c1ccc(Oc2ccccc2)nc1	10%
53	Cc1ccccc1Cn1c(=O)c2c(nc3n2CCN3Cc2ccco2)n(C)c1=O	-18%
54	COCCNC(=O)C1(C)CCCN(C(=O)c2ccccc2F)C1 (stereo unspecified)	22%
55	COc1ccc(Cc2c(-c3cccc(Br)c3)nc3ccc(Br)cn23)c(C)c1	68%
56	Cc1cc2nc(-c3ccco3)c(CC(C)(C)C)n2c(C)c1Br	-17%
57	COc1ccc(NC(=O)C2(C)CCN2Cc2ccccc2Cl)cc1OC (stereo unspecified)	-40%
58	CN(C(=O)c1cc2c(=O)n3ccccc3nc2s1)C1CCCCC1	?
59	Cc1ccc(NC(=S)NC(=O)c2cncc(Br)c2)cc1Cl	0%
60	O=C(O)Cn1c2ccccc2c2nc3ccccc3nc21	3%
61	O=C1NC[C@@H](CCCCN2C[C@H](Cc3ccccc3)N(CCc3ccc(O)cc3)C(=O)C2=O)N(CCc2ccccc2)C1=O	0%
62	CCCCn1nnnc1C1(C)CCC(=O)N1Cc1cccnc1 (stereo unspecified)	13%
63	CCc1ccc(-c2cnc3nc[nH]c(=O)c3n2)cc1	37%
64	COCCCn1c(C(=O)NC2CCCCC2)cc2c(=O)n3cccc(C)c3nc21	-2%
65	CCOC(=O)C1CCC(=O)C1 (stereo unspecified)	-44%
66	CC(CNc1ccc(Cl)cc1)(CNc1ccc(Cl)cc1)[N+](=O)[O-]	-41%
67	CCN(CC(=O)NCc1cccs1)C(=O)/C=C/c1ccc(F)cc1	3%
68	CC(C)CNC(=O)C1(N2C(=O)c3ccccc3C2=O)CCCC1	-1%
69	Cc1ccc(S(=O)C(c2ccccc2)c2ccccc2)cc1 (stereo unspecified)	-28%
70	CNc1cncc(-c2ccc(O)cc2C)n1	-10%

# Four records drawn at random from the list so far:
entry	Compound	BRCA1 expr up
62	CCCCn1nnnc1C1(C)CCC(=O)N1Cc1cccnc1 (stereo unspecified)	13%
64	COCCCn1c(C(=O)NC2CCCCC2)cc2c(=O)n3cccc(C)c3nc21	-2%
63	CCc1ccc(-c2cnc3nc[nH]c(=O)c3n2)cc1	37%
68	CC(C)CNC(=O)C1(N2C(=O)c3ccccc3C2=O)CCCC1	-1%

# Rewritten field by field: entries from further up
63) CCc1ccc(-c2cnc3nc[nH]c(=O)c3n2)cc1
  BRCA1 expr up = 37%
64) COCCCn1c(C(=O)NC2CCCCC2)cc2c(=O)n3cccc(C)c3nc21
  BRCA1 expr up = -2%
65) CCOC(=O)C1CCC(=O)C1 (stereo unspecified)
  BRCA1 expr up = -44%

# Following part.
entry	Compound	BRCA1 expr up
71	CC(Nc1nc(-c2ccc(F)cc2)cs1)c1nc2cc(C(F)(F)F)ccc2n1CCOCCO (stereo unspecified)	23%
72	Cc1ccccc1-c1cnc(C(O)c2cccc(C)c2C)[nH]1 (stereo unspecified)	10%
73	COC(=O)c1cc(Cl)ccc1NCC(N)c1ccccc1 (stereo unspecified)	-26%
74	COc1ccc(-c2cc(C(=O)Nc3cc(S(N)(=O)=O)ccc3C)c3ccccc3n2)cc1OC	7%
75	Cn1c(=O)c2cc(NC(=O)NCc3ccccc3)ccc2n1C/C=C/c1ccccc1	-23%
76	COC(=O)C1OC1c1cc([N+](=O)[O-])ccc1OC (stereo unspecified)	-31%
77	CC1=C(C(=O)N(C(C)C)C(C)C)CC(CC(=O)NCCc2ccccn2)C(=O)N1Cc1ccc(F)cc1 (stereo unspecified)	14%
78	NS(=O)(=O)c1cnccc1Oc1cccc(Cl)c1	-19%
79	O=C(O)C1C2OC3C(OC(=O)C31)C2Br (stereo unspecified)	-4%
80	CC(C)N1CC(COc2ccccc2Cl)OC1=O (stereo unspecified)	0%
81	O=[N+]([O-])c1ccccc1Nc1ccccc1[N+](=O)[O-]	-16%
82	CCCCNC(=O)c1ccc2nc(CC)c(N(C)Cc3ccc(OC)cc3)n2c1	-3%
83	Cc1ccccc1-c1cnc(C(O)c2ccc(F)c(F)c2)[nH]1 (stereo unspecified)	59%
84	O=C(OCC1COC(c2ccccc2)(c2ccccc2)O1)c1ccccc1 (stereo unspecified)	-27%
85	COc1ccccc1-c1cc(NC=O)c2ncc(-c3ccc(F)cc3)n2c1	-60%
86	COc1ccc(OCC(=O)Nc2ccc3c(c2)nc(CCN2CCN(c4ccccn4)CC2)n3C)cc1	-39%
87	CC1(C(=O)NS(=O)(=O)c2cccs2)CCN1C(=O)CC1CC1 (stereo unspecified)	26%
88	COC(=O)[C@]12CCCCC=C1N(Cc1ccccc1)C(=O)[C@H](CC(=O)NCc1cccc3ccccc13)C2	-15%
89	COc1ccc(NC(=O)Nc2ccc3[nH]ccc3c2)cc1	3.2µM*
90	Cc1ccccc1CN(C)C[C@@H]1OCc2cnnn2CCCC(=O)N([C@H](C)CO)C[C@H]1C	12%
91	CC(C)CC(c1nc2ccccc2[nH]1)n1c(-c2ccccc2Br)nc2ccccc21 (stereo unspecified)	-5%
92	OC(c1ccc(Cl)c(Cl)c1)c1ncc(-c2ccccc2C(F)(F)F)[nH]1 (stereo unspecified)	-15%
93	CCOC(=O)C1CCCN(C(=O)c2cc(C)n(C(C)(C)C)n2)CC1 (stereo unspecified)	70%
94	COc1ccccc1CNC(=O)COC(=O)c1cnc(C)cn1	4%
95	CCC(O)(Cc1ccccn1)Cc1ccccn1	-3%
96	C/C(COc1ccccc1)=N\NC(=O)c1nnn(-c2nonc2N)c1CSc1ccc(C)cc1	-20%
97	COc1cc(C(=O)NC2CC2)cc(OC)c1OC	-4%
98	COc1cc(C)ccc1S(=O)(=O)NC(=O)C1(C)CCN1C(=O)COc1ccc(Cl)cc1 (stereo unspecified)	13%
99	Cc1oc(-c2cccc(Cl)c2)nc1CN1CCC(C(=O)N2CCN(c3ccccn3)CC2)CC1	-8%
100	C[C@@H]1CN([C@H](C)CO)C(=O)CCCn2cc(nn2)CO[C@H]1CN(C)S(=O)(=O)c1ccccc1F	14%
101	O=C1CCC[C@@H]2Cc3nc4ccc(Cl)cc4cc3[C@@H]3CCN1[C@H]23	22%
102	C[C@H]1CN([C@@H](C)CO)C(=O)c2cc(-c3cccc(C#N)c3)cnc2O[C@H]1CN(C)C(=O)c1ccccn1	11%
103	OC1CCC(Nc2ccn3nc(-c4cccc(Cl)c4)cc3n2)CC1 (stereo unspecified)	67%
104	CC(=O)Nc1ccc(C=CC=Cc2cccc([N+](=O)[O-])c2)cc1	5µM*
105	COc1ccc(OC)c(N(CCN2C(=O)c3ccccc3C2=O)C(=O)C2CCC(=O)C2C)c1 (stereo unspecified)	16%
106	CCOC(=O)C1CCCN(C(=O)c2ccc(C)c(F)c2)CC1 (stereo unspecified)	6%
107	O=S1(=O)CSCS(=O)(=O)C1	5%
108	CC(C)Cn1cc(-c2cccc3nccn23)cn1	30%
109	CCCCN1C(=O)C(=O)NC[C@@H]1Cc1ccc(O)cc1	20%
110	Oc1ccccc1C=NCCN1CCN(CCN=Cc2ccccc2O)C1c1ccccc1O (stereo unspecified)	0%
111	CN(C)CCN(C)C1CN(Cc2ccccc2)S(=O)(=O)C1 (stereo unspecified)	2%
112	COc1cccc(C(=O)N2[C@H](COCc3ccccc3)C=CS2(=O)=O)c1	5%
113	O=C(CCC(=O)c1ccccc1)Nc1ccccc1	4%
